JMJD2A Tudor inh – inhibitors of human JMJD2A Tudor domain; O75164; AlphaScreen JMJD2A-Tudor / H3K4me3 peptide binding; Potency, µM (highest dose often 114 µM), for the others: at the top dose activity change, negative = inhibition, actives largely listed as inhibitors; actives 4.4% (n = 390,000); AID 504339; further: on the % scale 0 is the no-effect control and ±100 the full control effect; nearly all actives have a fitted effect of over 50% in size
PGK inhibitor – blocks T. brucei phosphoglycerate kinase; actives 0.043% (n = 380,000); Potency, µM (doses to about 57.5 µM), for inactives: at the top dose activity change, negative = inhibition, hits mostly inhibitors; AID 602233; P07378; PGK/GAPDH coupled, Kinase-Glo luminescence, 60 min; further: on the % scale 0 is the no-effect control and ±100 the full control effect; nearly all actives have a fitted effect of over 60% in size
Target sequence (P07378 whole entry, looked up): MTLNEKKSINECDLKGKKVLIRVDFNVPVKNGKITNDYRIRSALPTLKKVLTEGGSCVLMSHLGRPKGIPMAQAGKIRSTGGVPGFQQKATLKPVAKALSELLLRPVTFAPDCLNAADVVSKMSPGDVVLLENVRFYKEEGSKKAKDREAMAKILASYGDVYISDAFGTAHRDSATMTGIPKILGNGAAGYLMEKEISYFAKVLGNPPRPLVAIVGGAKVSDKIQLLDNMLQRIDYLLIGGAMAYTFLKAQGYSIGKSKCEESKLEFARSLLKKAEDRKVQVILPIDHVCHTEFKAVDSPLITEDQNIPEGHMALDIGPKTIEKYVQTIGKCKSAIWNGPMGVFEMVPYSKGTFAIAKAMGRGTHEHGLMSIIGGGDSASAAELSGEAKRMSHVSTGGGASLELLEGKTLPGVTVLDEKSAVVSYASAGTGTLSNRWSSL
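Recombinant glycosomal PGK reaction used 1,3-bisphosphoglycerate generated in-well by GAPDH (100nM final) in 100mM TEA pH 7.6, 5mM MgCl2, 0.01% Tween-20. After 60 minutes at room temperature, ATP was read by Kinase-Glo Plus luminescence end-point.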
12-LOX inh – inhibitors of human 12S-lipoxygenase ALOX12; Potency, µM (top dose mostly 108 µM), for the others: top-dose activity change, negative = inhibition, actives largely listed as inhibitors; purified 12hLO, xylenol orange hydroperoxide absorbance; actives 1.1% (n = 580,000); P18054; further: on the % scale 0 is the no-effect control and ±100 the full control effect
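Hydroperoxide product was detected by ferrous iron/xylenol orange as the 573 to 405 nm absorbance ratio. Arachidonic acid at 40 uM (final) was turned over for 30 min at room temperature by 150 nM human 12hLO, pH 7.0 Hepes buffer, after 15 min compound preincubation.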
RGS4 inhibitor – human RGS4 inhibition. P49798. Transcreener GDP fluorescence polarization, RGS4-accelerated GTP hydrolysis. Potency, µM (series often up to 114 µM), for inactives: at the top dose activity change, negative = inhibition, actives largely listed as inhibitors. actives 0.039% (n = 390,000); further: on the % scale 0 is the no-effect control and ±100 the full control effect; nearly all actives have a fitted effect of over 75% in size; some results filed as inactive show a strong effect at the top dose
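MLSMR compounds (23 nl, pin-transferred) preincubated 10 min at room temperature with a 500nM (2x) first reagent, then RGS4 at 900nM (2x) plus Transcreener GDP mix added; fluorescence polarization (620/688 nm) read before and after 90 min at 30 °C.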
GLS inhibitor – blocks human kidney-isoform glutaminase activity; O94925; GLS enzymatic activity, qHTS titration; Potency, µM (highest dose often 45.5 µM), without a hit: at the highest dose activity change, negative = inhibition, hits mostly inhibitors; actives 0.21% (n = 410,000); AID 624170; further: on the % scale 0 is the no-effect control and ±100 the full control effect
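Enzyme dispensed in phosphate buffer (45 mM, pH 8.2, 0.02% Tween-20), compounds pinned in, then 1 mM L-glutamine solution and the glutamate oxidase–HRP–Amplex Red mix added; fluorescence read immediately and again after 30 min at room temperature.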
HP1b binding inh – inhibitors of HP1-beta chromodomain binding to methylated histone tails | P83916 | actives 0.56% (n = 390,000) | AlphaScreen HP1-beta / biotin-H3K9me3 peptide binding | Potency, µM (top dose mostly 114 µM), inactives show top-dose activity change, negative = inhibition, actives largely listed as inhibitors; further: nearly all actives have a fitted effect of over 70% in size; inactives centre near 23
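HP1-beta protein (50 nM final) preincubated 30 min at room temperature with biotinylated H3(1-18)K9me3 peptide (50 nM) in PBS pH 7.4, 0.01% Tween-20, then compound added for 30 min. AlphaScreen streptavidin donor/nickel chelate acceptor beads (10 ug/mL final), 30 min dark, luminescence read.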
TrxR1 inh – blocks rat thioredoxin reductase 1; O89049; recombinant rTrxR1, NADPH fluorescence consumption, selenite substrate; Potency, µM (highest dose often 114 µM), for inactives: at the top dose activity change, negative = inhibition, hits mostly inhibitors; actives 1% (n = 390,000); further: on the % scale 0 is the no-effect control and ±100 the full control effect; nearly all actives have a fitted effect of over 65% in size
Target sequence (O89049 whole entry, looked up): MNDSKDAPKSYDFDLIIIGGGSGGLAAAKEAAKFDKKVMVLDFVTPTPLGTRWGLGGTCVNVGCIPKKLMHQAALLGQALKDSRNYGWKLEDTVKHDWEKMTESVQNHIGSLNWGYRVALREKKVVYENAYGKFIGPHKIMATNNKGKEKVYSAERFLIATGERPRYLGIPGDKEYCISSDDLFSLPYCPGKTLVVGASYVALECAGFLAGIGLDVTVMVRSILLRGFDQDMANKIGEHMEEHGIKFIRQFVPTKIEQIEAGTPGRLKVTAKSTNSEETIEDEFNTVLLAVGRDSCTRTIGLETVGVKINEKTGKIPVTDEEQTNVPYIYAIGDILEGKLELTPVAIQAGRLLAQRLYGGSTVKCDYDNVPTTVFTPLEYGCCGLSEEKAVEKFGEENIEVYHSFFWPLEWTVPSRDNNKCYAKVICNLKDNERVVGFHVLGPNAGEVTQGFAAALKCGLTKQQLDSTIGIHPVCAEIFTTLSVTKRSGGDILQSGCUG
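Rat TrxR1 (90 nM in the dispensed reagent) was pre-reduced with 400 uM NADPH for 5 min at room temperature, then incubated with compound for 15 min. After 400 uM selenite was added, NADPH fluorescence (Ex 340/Em 450 nm) was followed for 8 min.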
ERG-DNA inh – blocks human ERG Ets domain binding to DNA; P11308; fluorescence polarization, His-ERG Ets domain / labelled DNA; Potency, µM (doses to about 76.9 µM), inactives show at the highest dose FP activity, negative = inhibition, most hits filed as inhibitors; actives 0.028% (n = 370,000); active means well fitted inhibition curve with a large enough effect in the polarisation, with a control signal flat; inconclusive means small, poorly fitted or top-dose-only effect, or effect the other way, or a change in a side signal; inactive means no such curve, though single readings can be large or run the other way; the % refers to the polarisation;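 further: polarization taken with two DNA probes labelled with fluorescein and Texas red; % of control where 0% means no effect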
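His-tagged ERG Ets domain (1 uM in the protein solution; 300mM KCl, 50mM Tris-HCl, 1mM EDTA, 1mM DTT, pH 7.5) received compound, then a probe mix of 5 nM fluorescein-DNA and 100nM Texas-615-DNA. Fluorescence polarization was read for both dyes.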
Pin1 inh – inhibitors of human Pin1. Q13526. Pin1 FP peptide displacement, HiFluor488, 10 min. Potency, µM (titrated, usually from 115 µM), for the others: at the top dose activity, negative = inhibition, actives largely listed as inhibitors. actives 0.009% (n = 390,000); active means well fitted inhibition curve with a large enough effect in the polarisation, with a control signal flat, not every such curve was filed as active; inconclusive means small, poorly fitted or top-dose-only effect, or effect the other way, or a change in a side signal; inactive means no such curve, though single readings can be large or run the other way; the % refers to the polarisation; further: on the % scale 0 is the no-effect control and ±100 the full control effect
Target sequence (Q13526 whole entry, looked up): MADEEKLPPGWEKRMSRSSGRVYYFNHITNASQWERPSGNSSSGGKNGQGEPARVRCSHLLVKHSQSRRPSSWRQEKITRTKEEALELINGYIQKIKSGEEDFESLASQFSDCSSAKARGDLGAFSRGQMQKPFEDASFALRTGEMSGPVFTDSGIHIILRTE
Numbers without * were called inactive; i = inactive; ? = inconclusive; nt = not tested or not shown; [ ] = dose if it differs, or a comment. Unless noted, the call rests on the fitted dose curve; in most records, active means well fitted curve in the direction sought with a large enough effect; inconclusive means small, poorly fitted or top-dose-only effect, or another doubt; inactive means no such curve, though single readings can be large; an effect the other way counts as inactive or inconclusive. Potency means the concentration at half of the fitted maximal effect.

SMILES	JMJD2A Tudor inh	PGK inhibitor	12-LOX inh	RGS4 inhibitor	GLS inhibitor	HP1b binding inh	TrxR1 inh	ERG-DNA inh	Pin1 inh
CC(C)CNS(=O)(=O)c1ccc(OCC(=O)Nc2ccc3c(c2)OCO3)c(Cl)c1	-12.6%	-5.9%	0.1%	43.0%	-0.7%	-2.1%	35.6%[57.1 µM]	-0.6%	-0.3%
CCn1c(CNc2cccc(C(F)(F)F)c2)n[nH]c1=S	50.1µM*	-6.5%	?	-32.8%	-16.0%	22.0%	-22.1%	-0.2%	0.2%
O=C(OCc1nc2ccccc2s1)c1cccc(S(=O)(=O)N2CCOCC2)c1	-2.6%	-3.0%	297.0%[activator]	-27.9%	8.1%	47.1%[activator]	0.9%	-9.3%	33.0%[activator]
NC(=O)c1ccc(SCC(=O)OCC(=O)NCc2cccs2)c([N+](=O)[O-])c1	-10.7%	3.5%	0.8%	-15.1%	0.3%	32.7%	7.6%	8.0%	-4.4%
O=C(Nc1c(C(=O)N2CCOCC2)cnn1-c1ccccc1)c1ccccc1	-5.8%	-6.9%	-23.1%	-24.8%	0.8%	19.9%	4.5%	-10.7%	1.7%
Oc1c(C=C2N=c3ccccc3=N2)sc(=S)n1C1CCCC1	-19.3%	-1.6%	7.7%	-12.0%	-1.8%	2.9%	8.1%	9.8%	5.4%
O=C(CN1C(=O)CCC1=O)NNc1ccc2ccccc2c1	-20.4%	-2.5%	?	-29.6%[56.9 µM]	0.3%	31.6%	26.1%	5.5%	-4.0%
COc1ccc(CNS(=O)(=O)c2ccc(F)c(C(=O)Nc3c(C)cc(C)cc3C)c2)cc1	1.5%	-2.4%	-8.1%	-9.5%	-0.5%	23.7%	12.1%[57.1 µM]	0.9%	?
COc1ccc(CSc2ncnc3sccc23)cc1F	141.4%[activator]	-0.8%	-7.1%	-16.6%	6.3%	236.2%[activator]	15.9%[57.1 µM]	-0.5%	-2.5%
CN1CCN(S(=O)(=O)c2cc(Cl)c(Cl)cc2Cl)CC1	-13.6%	-9.4%	10.5%	-7.8%	-6.7%	36.5%[activator]	-6.5%	-2.7%	-5.6%
COc1cc(OC)c(NC(=O)c2ccc(-n3cnc4cccnc43)cc2)cc1Cl	-19.0%	-1.6%	-1.9%	-3.6%	-13.4%	0.7%	24.3%	-9.0%	-2.2%
CCCOCc1cc(CN2CCN(c3cccc(Cl)c3)CC2)c(O)c2ncccc12	12.6µM*	-6.4%	-2.3%	2.3%	0.8%	10.5%	18.4%	-1.9%	-2.7%
CC(C)c1nc2ccccc2c2nnc(SCC(=O)NCc3ccco3)n12	?	0.2%	-15.6%	-42.5%	11.6%	-19.1%	10.0%	7.7%	0.3%
CN(C)C(=O)CCc1ccc2c3c([nH]c2c1)[C@]1(C)[C@@H](C(=O)N2CCCCC2)C[C@H](CC(=O)NCCCn2ccnc2)C(=O)N1CC3	-7.5%	-1.2%	?	?	-8.7%	37.6%	2.2%	2.3%	0.5%
CCOC(=O)CN1C(=O)N[C@@H](c2cccc(F)c2)C(C(=O)OC)=C1C	-32.9%	i	-16.5%	17.5%	3.9%	2.0%	-10.7%[57.1 µM]	2.9%	-2.1%
CC(Sc1nn(-c2ccc(Cl)cc2)c(=S)s1)C(=O)NCC1CCCO1 (centres undefined)	-0.7%	-0.5%	19.1%	-2.3%	-1.2%	32.0%	-2.7%	-2.1%	-4.1%
CSc1ccccc1C(=O)NCc1cccnc1	-19.7%	i	3.9%	18.5%	0.3%	24.8%	29.1%	0.8%	-3.7%
CCCc1ccc(Oc2cc(N3CCOCC3)nc(-c3ccccc3)n2)cc1	43.9%[activator]	-11.3%	-27.8%	-25.6%	4.6%	82.5%	6.0%	-13.4%	-4.9%
CN(CC(=O)Nc1c(Cl)cccc1Cl)C(=O)c1ccc2nc[nH]c2c1	-15.6%	-4.9%	-0.3%	-10.9%	-11.3%	19.3%	18.0%	1.0%	-0.1%
Cc1cccc(C(=O)Nc2ccc(N3CC=C(c4ccccc4C)CC3)c(C(=O)O)c2)c1	?	-9.1%	?	-8.8%	-28.0%	-7.0%	4.7%[57.1 µM]	12.2%	2.8%

Whole records from above. Order of screens: JMJD2A Tudor inh | PGK inhibitor | 12-LOX inh | RGS4 inhibitor | GLS inhibitor | HP1b binding inh | TrxR1 inh | ERG-DNA inh | Pin1 inh
CC(C)c1nc2ccccc2c2nnc(SCC(=O)NCc3ccco3)n12 is listed with ? | 0.2% | -15.6% | -42.5% | 11.6% | -19.1% | 10.0% | 7.7% | 0.3%
COc1ccc(CSc2ncnc3sccc23)cc1F is listed with 141.4%[activator] | -0.8% | -7.1% | -16.6% | 6.3% | 236.2%[activator] | 15.9%[57.1 µM] | -0.5% | -2.5%

Next results follow.
SMILES	JMJD2A Tudor inh	PGK inhibitor	12-LOX inh	RGS4 inhibitor	GLS inhibitor	HP1b binding inh	TrxR1 inh	ERG-DNA inh	Pin1 inh
CCOC(=O)CON1C(=O)C(=O)N(OCC(=O)OCC)C2CCCCC21 (centres undefined)	1.4%	-11.2%	4.8%	0.8%	-0.6%	45.3%[activator]	22.5%	-7.7%	-1.6%
COc1cc(OC)c(NC(=O)c2noc3c2CSc2ccccc2-3)cc1Cl	2.0%	11.1%	-19.8%	22.3%	-10.9%	60.8%[activator]	7.08µM*	-8.7%	9.3%
Cc1cc(NC(=O)CSc2nnc(-c3ccco3)n2N)no1	-18.8%	-5.9%	4.5%	21.9%	2.4%	-0.9%	-3.8%	-9.3%	-6.2%
Cc1ccc(C(=O)N/C(=C\c2cccc([N+](=O)[O-])c2)C(=O)NCc2ccncc2)cc1	-6.8%	4.8%	nt	14.4%	2.6%	10.7%	5.6%	-6.8%	2.0%
O=C(CCn1c(=O)c2ccccc2n(Cc2cccc([N+](=O)[O-])c2)c1=O)N1CCc2ccccc2C1	-25.8%	3.3%	-10.0%	-10.6%	5.0%	11.5%	-9.6%	6.1%	0.6%
CSc1ccc(CCNC(=O)Cn2ncn3c(cc4ccccc43)c2=O)cc1	-0.4%	-7.3%	0.0%	-3.8%	-4.8%	48.0%[activator]	28.6%	-1.3%	8.7%
Cc1ccc(S(=O)Cc2ccc(C(=O)NCc3ccc(OC(C)C)cc3)o2)cc1 (centres undefined)	-19.0%	-5.8%	-23.3%	-3.2%	-12.5%	2.2%	10.3%	0.2%	-8.1%
COc1ccc(-n2ncc(C(=O)Nc3ccc(C)cc3Cl)c2C2CCN(C(=O)OC(C)(C)C)CC2)cc1	-14.2%	6.7%	-16.2%	8.5%	-0.6%	37.8%	22.4%	3.5%	5.3%
CN(CC(=O)Nc1ccccc1Br)C(=O)C1CCN(C(=O)c2ccc(Cl)cc2)CC1	-8.9%	-3.8%	0.0%	7.9%	0.6%	10.2%	5.9%	-5.7%	-0.9%
Cc1ccc(NC(=O)CSc2nnc(CNC(=O)c3ccccc3F)o2)cc1Cl	-9.0%	-1.4%	-28.9%	3.5%	0.6%	30.8%	29.5%	-0.9%	-15.5%
O=S(=O)(NCCc1csc(-c2ccccc2)n1)c1cccnc1	-7.4%	-4.4%	?	1.9%	-0.3%	-1.6%	-6.5%	4.8%	6.4%
COc1ccc(CN(CC(=O)NCC2CCCO2)C(=O)CCC(=O)Nc2cc(C)ccn2)cc1 (centres undefined)	0.7%	-2.0%	155.2%[activator]	7.0%	-2.0%	38.5%	-4.0%	-3.3%	-4.0%
Cc1nc(-c2ccc(Cl)cc2)sc1C1(C)CC(c2cccnc2)=NO1 (centres undefined)	-27.0%	-9.4%	0.0%	-25.0%	-10.1%	28.0%	7.8%	6.2%	4.8%
CCNC(=O)CN(c1ccc(C)cc1)S(=O)(=O)c1ccc(SC)cc1	-0.5%[57.1 µM]	-6.0%	-25.5%	9.6%	5.2%	22.6%	20.5%	7.6%	?
CC(CC(=O)O)n1nnc2ccccc21 (centres undefined)	-11.6%	-5.1%	0.0%	6.8%	0.0%	27.3%	16.1%	2.4%	1.0%
Cc1ccc(-c2cc(C(F)(F)F)n3nc(C(=O)Nc4c(C)n(C)n(-c5ccccc5)c4=O)cc3n2)cc1	-14.5%[11.4 µM]	-0.3%	29.9%	-19.4%[11.4 µM]	-1.3%	-9.5%	-9.0%	0.1%	-1.2%
CCOC(=O)N/N=C(\C)c1ccc(Br)cc1	-4.3%	nt	-7.9%	-4.0%	2.4%	28.6%	21.0%	nt	-11.3%
CCc1ccc(C(=O)c2cn(CC(=O)Nc3cc(OC)ccc3OC)c3ccc(Cl)cc3c2=O)cc1	-5.3%	i	?	-7.9%	-1.3%	37.4%	-2.9%	1.0%	7.6%
CC1CCC(NC(=O)c2cc3c(=O)n(C)c4ccccc4c3n2C)CC1 (centres undefined)	-10.7%	-3.8%	340.3%[activator]	11.8%	-1.8%	-4.4%	27.6%	4.7%	-7.5%
CCCCNC(=O)Nc1ccccc1Br	-0.7%	1.4%	1.0%	-16.1%	-1.3%	20.1%	-5.8%	nt	1.0%
Cc1ccc(NS(=O)(=O)c2cc(C(N)=O)ccc2C)cc1	-6.6%	-3.8%	-6.6%	10.4%	3.2%	29.7%	13.9%	9.5%	1.3%
CCCCN1C(=O)CC(C(=O)OCC)=C1C	-2.2%	7.1%	-2.0%	-9.3%	2.0%	41.9%[activator]	1.8%[57.1 µM]	1.2%	4.5%
O=C(NNC(=O)c1cccs1)c1cccnc1	-6.8%	-5.3%	-15.2%	10.2%	14.5%	20.4%	-11.5%	4.3%	2.4%

Screens deposited in PubChem by National Center for Advancing Translational Sciences (NCATS).

Only part of the results is shown; the hit share may differ from the screen's.
